M1 ag parental = M1 agonist counterscreen hit in parental CHO-K1 cells | Fluo-8 calcium fluorescence; scaled to maximal ATP response, vehicle zero | AID 602248 | activation, % at 3 µM | hit rate 0.48% among 360,000; in the data active = activation above about 15%;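 note: untransfected CHO-K1 host cells lacking M1 receptor as counterscreen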
TAAR1 agonist = agonists of human TAAR1; Q96RJ0; CHO RD-HGA16 TAAR1, Fluo-8 calcium fluorescence; vehicle wells 0%, saturating PEA agonist 100%; activation, % at 3 µM; hit rate 0.99% among 360,000;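 active = activation above the mean activation of all test compounds in the run plus 3 SD, cut at about 38% in these data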
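System: CHO RD-HGA16 cells carrying human TAAR1 plus Gα16; Incubation: 17-24 h seeding, 75 min 37 °C dye, 30 min RT; Measured by: Fluo-8 fluorescence, 5 s baseline then 140 s kinetic read; Control set: DMSO and PEA EC100; Replication: single well for each compound.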
OXTR potentiate = potentiators of human oxytocin receptor; hit rate 0.061% among 320,000; activation, % at 3 µM; CHO-OTR cells, Fluo-8 calcium fluorescence, potentiator mode; 0% = oxytocin EC15, 100% = EC100; P30559;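 active = activation above that plate's cutoff, the mean activation of tested compounds plus 3 SD, cut at about 6.6% in these data, passing the limit was not always enough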;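 note: 100% uses oxytocin at 75 nM as the full agonist control; some results filed as inactive read as strong as hits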
Target sequence (P30559 whole entry, looked up): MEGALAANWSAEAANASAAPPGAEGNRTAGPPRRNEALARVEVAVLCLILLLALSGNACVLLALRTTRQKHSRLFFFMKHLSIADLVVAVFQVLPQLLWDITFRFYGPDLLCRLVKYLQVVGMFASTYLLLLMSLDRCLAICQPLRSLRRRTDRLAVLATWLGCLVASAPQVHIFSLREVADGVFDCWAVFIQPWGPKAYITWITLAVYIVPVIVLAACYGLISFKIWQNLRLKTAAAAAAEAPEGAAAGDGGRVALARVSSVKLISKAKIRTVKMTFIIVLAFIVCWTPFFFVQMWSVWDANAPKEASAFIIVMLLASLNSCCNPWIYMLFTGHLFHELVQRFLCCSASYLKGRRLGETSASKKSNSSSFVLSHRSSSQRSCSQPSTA
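Assay system: CHO cell line stably expressing human OTR | Also added: Oxytocin at about EC15, sub-maximal agonist stimulus | Times: Compound 6 min at room temperature before oxytocin, 100 s read | Measured by: Fluo-8 intracellular calcium fluorescence, ex 470-495, em 515-575 nm | Controls: EC15 oxytocin alone as 0%, 75 nM oxytocin as 100%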
TAAR1 antagonist = human TAAR1 antagonism; CHO RD-HGA16 TAAR1, Fluo-8 calcium fluorescence, antagonist; hit rate 1.5% among 360,000; AID 624466; inhibition, % at 3 µM; Q96RJ0;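 active = inhibition above a per-plate cutoff, the mean inhibition of test compounds on that plate plus 3 SD, cut at about 49% in these data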;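 note: 0% = DMSO plus EC80 beta-PEA response and 100% = DMSO alone without agonist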
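Assay system: CHO-derived RD-HGA16 cells stably expressing human TAAR1 plus Gα16. Timing: 140 s kinetic read after compound, 140 s after agonist. Technique: kinetic Fluo-8 calcium fluorescence measurement. Measure: % inhibition of agonist calcium response.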
CHO-K1 Ca PAM = nonselective activator or artifact in parental CHO-K1 calcium assay. ATP EC20, Fluo-8 calcium fluorescence; 0% at ATP EC20, 100% at ATP max. activation, % at 3 µM. hit rate 0.02% among 360,000. AID 602247;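 active = activation above the run cutoff, the mean activation of all test compounds plus 3 SD, cut at about 40% in these data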;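 note: peak over basal fluorescence ratio in a 140 s read after ATP addition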
M1 ag = agonists of human M1 muscarinic receptor | CHO-K1 hM1, Fluo-8 calcium fluorescence, agonist mode; 0% DMSO, 100% acetylcholine EC100 | P11229 | activation, % at 3 µM | hit rate 0.33% among 360,000;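 active = activation above the run's mean compound activation plus 3 SD, cut at about 16% in these data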;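 note: peak over basal fluorescence ratio within a 140 s kinetic read after compound addition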
Target sequence (P11229 whole entry, looked up): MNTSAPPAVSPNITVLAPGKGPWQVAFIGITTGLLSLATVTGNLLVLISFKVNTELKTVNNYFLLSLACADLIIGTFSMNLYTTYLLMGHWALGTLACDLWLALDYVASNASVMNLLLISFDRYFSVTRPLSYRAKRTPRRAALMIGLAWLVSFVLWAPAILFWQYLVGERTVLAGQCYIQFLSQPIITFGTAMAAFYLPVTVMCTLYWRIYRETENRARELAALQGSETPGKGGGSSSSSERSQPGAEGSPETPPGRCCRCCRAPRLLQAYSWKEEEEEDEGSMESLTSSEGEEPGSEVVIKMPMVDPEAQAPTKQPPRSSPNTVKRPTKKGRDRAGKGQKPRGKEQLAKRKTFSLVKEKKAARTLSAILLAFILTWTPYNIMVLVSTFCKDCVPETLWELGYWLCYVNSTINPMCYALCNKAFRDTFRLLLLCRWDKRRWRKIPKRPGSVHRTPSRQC
CHO parental Ca = counter-screen for OX1R antagonists: effect in parental CHO cells; parental CHO-K1, ATP-induced calcium, Fluo-8 fluorescence; inhibition, % at 5.6 µM; hit rate 0.63% among 330,000; AID 463079;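 active = inhibition above that plate's mean sample inhibition plus 3 SD, cut at about 26% in these data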;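 note: 0% = ATP-challenged DMSO wells and 100% = DMSO wells without ATP; some compounds past the cut are filed as inactive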
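Assay system: untransfected parental CHO cell line. Also added: ATP agonist challenge. Dosing: one dose, 5.6 µM nominal. Measured by: Fluo-8 fluorescence. Read-out: % inhibition. Benchmarks: ATP wells versus no-ATP DMSO wells. Repeats: no replicates.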
CHO-K1 Ca antag = counter-screen for M1 antagonists: effect in parental CHO-K1 cells; ATP-induced calcium, Fluo-8 fluorescence; inhibition, % at 3 µM; hit rate 0.6% among 360,000; AID 602250;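 active = inhibition above a per-plate cutoff, the plate's mean sample inhibition plus 3 SD, cut at about 24% in these data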;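 note: 0% = DMSO plus EC80 ATP and 100% = DMSO alone without ATP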
CHRM1 antagonist = human CHRM1 antagonism | P11229 | CHO-K1 hM1, Fluo-8 calcium fluorescence, ACh EC80 antagonist | inhibition, % at 3 µM | hit rate 1.3% among 360,000;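 active = percent inhibition above its own plate's cutoff, namely the mean of that plate's compound wells plus 3 SD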;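 note: peak over basal fluorescence ratio during 140 s after agonist addition; 0% = ACh EC80 plus DMSO and 100% = DMSO alone without agonist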
An asterisk follows results filed as active; . = not tested or not shown. Compounds were not picked by outcome, and some 4.2% of all compounds hit somewhere here.

Each structure is followed by: M1 ag parental	TAAR1 agonist	OXTR potentiate	TAAR1 antagonist	CHO-K1 Ca PAM	M1 ag	CHO parental Ca	CHO-K1 Ca antag	CHRM1 antagonist
Cc1ccc(OCCCSc2n[nH]c(N)n2)cc1
    0.0	6	3	-4	15	-4	-9	-4	3
CC(C)[C@H](NS(=O)(=O)c1ccc2c(c1)OCCO2)C(=O)OCC(=O)Nc1cc(Cl)ccc1Cl
    6.7	21	-7	76*	13	1	-10	6	31*
Cc1ccc2nc(NCc3ccccc3)c(C=NCc3ccccc3)c(=O)n2c1
    12	15	-4	-11	24	-7	-11	-4	-9
O=C(Nc1cccc([N+](=O)[O-])c1)c1cc(S(=O)(=O)Nc2ccccn2)ccc1Cl
    0.9	4	-11	21	5	-3	-8	6	2
C/C(=N/NC(=O)c1ccoc1C)c1cccc(NC(=O)C2CC2)c1
    0.9	3	-2	-30	23	-2	-2	-13	-12
COc1ccc(NC2CC(=O)N(c3cccc(C)c3)C2=O)cc1 (stereo not drawn)
    0.3	4	-5	34	10	-5	-7	-10	-7
COC(=O)C(CCSC)NC(=O)c1cc2c(n(-c3ccc(C)cc3)c1=O)CCCC2=O (stereo not drawn)
    0.6	-1	0	3	12	-8	-4	-1	-8
COC(=O)/C=C1/SC(=NC(=O)c2ccccc2)NC1=O
    0.7	0	-3	-14	20	-8	-6	-15	-14
Nc1nn2c(-c3ccccc3)cc(=O)[nH]c2c1N=Nc1ccc(O)cc1
    0.1	0	-1	-8	10	-5	-3	-4	5
Cc1ccc(OCc2cc(C(=O)N3CCN(CC(=O)NC(C)C)CC3)no2)cn1
    0.6	6	-4	-19	2	-1	-15	-19	0
COCCNC(=O)C(c1ccc(C)o1)N(C(=O)c1snc(C(N)=O)c1N)c1cc(C)cc(C)c1 (stereo not drawn)
    0.8	1	6	-17	18	1	-22	3	-6
CCCCN1CCCCC1(C)C(=O)NCc1cccs1 (stereo not drawn)
    0.4	0	.	7	-8	-5	.	-8	-9
O=C(Nc1nnc(SCC(=O)N2CCCCC2)s1)C1CCCCC1
    -0.2	2	-13	4	8	0	-16	-11	-8
Cc1ccc(S(=O)(=O)NCCC(c2ccccc2)c2ccccc2)cc1C(=O)O
    0.1	2	-13	-32	13	-6	-12	-13	-8
CC(C)CNc1ncnc2c1ncn2[C@H]1CN(Cc2ccc3c(c2)OCO3)C[C@@H](CO)O1
    1.2	1	.	-5	0	-2	.	4	-25
CCSc1nnc(CNC(=O)C23CC4CC(CC(C4)C2)C3)n1Cc1ccccc1
    1.1	4	-6	-6	21	-3	-18	-5	-7
O=C1c2[nH]nc(-c3ccccc3O)c2C(c2ccc(F)cc2)N1CC1CCCO1 (stereo not drawn)
    0.5	1	-3	-1	20	-4	-13	-12	-8
COc1ccccc1OC(=O)c1ccc2nsnc2c1
    1.1	10	-6	-19	14	-7	-6	-12	-5
N#Cc1c(NC(=O)c2ccc(Br)o2)n(-c2ccccc2)c2nc3ccccc3nc12
    1.0	0	-6	-8	-24	-2	-15	3	-5
COCCCNC(=O)c1cc2c(=O)n(C)c3ccccc3c2n1C
    1.7	1	-10	4	-6	-1	-4	10	10
O=C(NC1CCN(S(=O)(=O)c2ccc(Cl)c(F)c2)CC1)c1cccnc1
    0.6	-1	-11	15	4	-11	-17	-13	0
COc1ccc(NS(=O)(=O)c2cc3c(cc2C)N(C(C)=O)CCO3)cc1
    -0.1	1	-1	19	12	-4	-7	-3	-5
Cc1ccc2nc(C)cc(OCC(=O)O)c2c1
    0.4	0	-7	9	9	-3	-1	-2	-12
CN1CCC=C(C(=O)N2c3ccccc3Sc3ccc(Cl)cc32)C1
    0.7	0	-9	-9	-20	-8	-2	12	101*
CSC(=NC#N)N1CCN(c2ccc(Cl)cc2)CC1
    0.8	3	-1	-3	-4	-2	-11	4	10
CCOc1ccc(CCNC(=O)CCS(=O)(=O)c2ccc(OC)cc2)cc1OCC
    0.1	4	-4	-17	15	-6	-5	-4	-2
O=C(O)COc1ccc2c(c1)O/C(=C\c1cccs1)C2=O
    0.6	0	-2	-18	10	1	-3	-6	-28
Cc1ccccc1-c1cc(C(=O)NCc2ccc(OC(F)(F)F)cc2)n(CC2CC(c3cccnc3)=NO2)n1 (stereo not drawn)
    1.2	16	1	70*	-27	3	-4	12	20
CC1(C)c2[nH]c3ccccc3c2C[C@H]2C(=O)N(CCCCCO)CC(=O)N21
    0.3	-1	-17	-11	24	-5	-21	-15	-12
CN1CCN(C(=O)c2ccc(-c3cccs3)s2)CC1
    0.4	6	4	-34	9	-7	-1	-1	-18
COC(=O)c1ccc(/C=C/C(=O)OCC(=O)Nc2ncc(Cl)cc2Cl)cc1
    0.2	-1	-4	18	18	-5	-8	-17	-4
COc1cccc(COC(=O)Cc2ccc(S(=O)(=O)N3CCOCC3)s2)c1OC
    4.9	6	-6	0	-16	-3	-8	7	-7
CC(C)C(NS(=O)(=O)c1cccc2nsnc12)C(=O)Nc1nc2ccc(Cl)cc2s1 (stereo not drawn)
    0.6	0	-7	-16	26	-2	-4	-6	-4
COn1c(-c2ccccc2)nc2ccc(Cl)cc21
    -0.1	-2	-9	8	-4	-3	-15	12	6
Cc1cccc(N(CC(=O)N/N=C/c2ccc(OCC(=O)NCc3ccco3)cc2)S(C)(=O)=O)c1C
    1.2	12	-14	-37	17	1	-10	-4	-23
Cc1ccnc(NC(=O)C2CCC(CNc3c(N4CCCC4)c(=O)c3=O)CC2)c1 (stereo not drawn)
    -0.5	5	-7	-36	7	-6	-7	4	-6
Cc1nn(C)c2ncc(C(N)=O)c(Oc3cccnc3)c12
    1.7	0	-6	-5	12	-3	12	-7	-17
O=C1CC(c2ccccc2)c2c(O)cc(O)cc2O1 (stereo not drawn)
    3.5	10	-13	3	4	0	4	-12	-16
Cc1nc2cc(C(=O)O)ccc2n1C1CCCCC1
    0.0	11	-1	-7	8	-4	-1	-3	-3
Cc1ccc(C)c(Cn2c(=O)n(CCC(=O)NCc3ccco3)c(=O)c3ccccc32)c1
    0.7	7	-6	1	28	-3	-19	-11	-11
COc1ccc(OCCCC(=O)Nc2nc(C)c(C(C)=O)s2)cc1
    11	-1	-2	-11	14	-6	-3	-2	4
CC(C)CCN(C(=O)C1CSC2(C)CCC(=O)N12)c1c(N)n(Cc2ccccc2)c(=O)[nH]c1=O (stereo not drawn)
    0.9	1	-10	-18	10	-2	-16	0	-15
COc1ccc(-c2cc3cc(OC)c(OC)cc3cn2)cc1OC
    0.0	-1	-1	-23	-14	-4	-12	7	8
O=C(NCCSCc1ccco1)Nc1cccc(Cl)c1
    8.7	11	-11	2	14	-2	-10	-2	-9
O=C(Cn1cc2c(n1)CCCCC2)NC1CCCCCC1
    1.5	1	-2	1	17	-7	-15	-2	-7
Cc1[nH]c2ccccc2c1-c1csc(N)n1
    0.7	1	.	-15	-15	0	.	12	-6
CCC(Cc1ccccc1)NC(=O)C1CCCCC1 (stereo not drawn)
    0.0	1	-4	-2	-18	2	-13	28*	-14
CCOC(=O)C1CCN(Cc2nc3ccccc3c(=O)n2-c2ccc(F)cc2)CC1
    1.7	7	-2	-10	20	-4	-8	-7	4
Cc1ccc(C)c(S(=O)(=O)NC(C)C(=O)Nc2ccc(-c3nc4ccccc4s3)cc2)c1 (stereo not drawn)
    0.5	9	-13	42	10	-3	-3	-12	-11
CCc1nc2c(OCCn3cccc3)cccn2c1N(C)C(=O)C1CC1
    -0.3	4	.	-26	10	-8	.	-7	-5
CCCN1C(=O)C2(SC(NC(C)=O)=NN2C(C)=O)c2cc(C)ccc21 (stereo not drawn)
    1.6	1	1	-4	2	-6	-7	-12	-14
CC(C)CC(NC(=O)OCc1ccccc1)C(=O)NC(Cc1ccccc1)C(=O)CCl (stereo not drawn)
    1.4	7	.	-32	26	4	.	-12	-14
Cc1ccc2cc(C#N)c(N3CCCC3)nc2c1C
    -0.3	-1	1	-2	10	-7	-1	-13	-6
Cc1cc(C)cc(NS(=O)(=O)c2cc(Br)cnc2N)c1
    2.5	6	-7	-35	28	-3	-16	-25	-3
O=C(Oc1nsnc1N1CCOCC1)c1ccccc1
    0.5	12	10	-2	25	-3	-2	-10	2
O=C(Nc1cccnc1)c1cc(-c2ccccc2)on1
    2.2	16	-11	-10	11	0	-9	3	-7
Cn1c(=O)c(=O)n(C)c2cc(S(=O)(=O)N3CCCC3C(=O)Nc3ccc(F)cc3)ccc21 (stereo not drawn)
    0.7	0	-8	-13	18	-10	-7	-6	-8
Cc1csc(=O)n1CCC(=O)OCC(=O)NCc1ccc(Cl)cc1Cl
    0.2	0	-12	9	-13	-4	-11	-5	9
CC(=O)c1cccc(OCc2cc(C(=O)N(C)Cc3nccs3)no2)c1
    1.6	3	.	-2	12	-1	.	-9	-19
CCC(C)NC(=O)C1CCN(S(=O)(=O)c2ccc3[nH]c(=O)ccc3c2)CC1 (stereo not drawn)
    0.3	4	-5	-23	3	1	-2	-1	2

Grouped by structure, the compounds so far containing an aryl thioether with sulfur outside any ring.
Each structure is followed by: M1 ag parental	TAAR1 agonist	OXTR potentiate	TAAR1 antagonist	CHO-K1 Ca PAM	M1 ag	CHO parental Ca	CHO-K1 Ca antag	CHRM1 antagonist
Cc1ccc(OCCCSc2n[nH]c(N)n2)cc1
    0.0	6	3	-4	15	-4	-9	-4	3
O=C(Nc1nnc(SCC(=O)N2CCCCC2)s1)C1CCCCC1
    -0.2	2	-13	4	8	0	-16	-11	-8
CCSc1nnc(CNC(=O)C23CC4CC(CC(C4)C2)C3)n1Cc1ccccc1
    1.1	4	-6	-6	21	-3	-18	-5	-7

The list continues:
Each structure is followed by: M1 ag parental	TAAR1 agonist	OXTR potentiate	TAAR1 antagonist	CHO-K1 Ca PAM	M1 ag	CHO parental Ca	CHO-K1 Ca antag	CHRM1 antagonist
CCOc1ccc(-c2nc(N)ncc2-c2ccc(Cl)cc2)c(O)c1
    -1.1	5	-8	-5	-9	-2	-18	-7	-10
COc1cccc(/C=N/NC(=O)C(=O)NCc2cccnc2)c1O
    -0.4	3	-3	-17	-8	-4	3	23	-6
O=C(NN1C(=O)c2ccccc2NC12CCCCC2)c1ccccc1
    0.9	5	3	-1	8	-2	-12	-11	1
COc1ccc(C2=NN(C3=NN=C(N)Cc4ncnn43)C(O)(C(F)(F)F)C2)cc1 (stereo not drawn)
    -0.6	0	3	16	14	0	-7	-20	-1
